Screening data: PubChem, several laboratories
NOD1 NF-kB reporter – inhibition of NOD1-driven NF-kB reporter – cell-based, luminescence, uHTS, primary screen (AID 1578); NOD1-driven NF-kB luciferase reporter cells, luminescence; higher % means a stronger effect; one-dose inhibition, % at 4 µM; EC50 in µM for titrated hits; actives 1% (n = 290,000); in the data active = inhibition mostly above about 36%, no sharp cut-off; inactive = mostly below about 34%;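 also: HEK-293T reporter cells stimulated with the NOD1 agonist gamma-tri-DAP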
KOR beta-arrestin-1 – KOR antagonists, beta-arrestin recruitment, cell-based, luminescence, uHTS (AID 1778); inhibition, % at 10 µM; hits with a dose series show IC50 in µM; actives 0.091% (n = 290,000); KOR beta-arrestin recruitment, luminescence, antagonist mode; higher % means a stronger effect; in the data active = inhibition above about 50%; also: strong numbers were not always called active
MgcRacGAP inhibition – MgcRacGAP GTPase-activating activity inhibitors, confirmation, biochemical, ADP Hunter fluorescence | actives 0.6% (n = 340,000) | one-dose inhibition, % at 30 µM; IC50 in µM for titrated hits | MgcRacGAP-stimulated Rac1 GTP hydrolysis, ADP Hunter fluorescence; higher % means a stronger effect; GST-tagged Rac1 F28L mutant substrate;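 active = first-screen hits whose inhibition reached a set limit at any dose in the follow-up dose series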;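 also: fluorescence reports GDP produced by GAP-driven GTP hydrolysis; strong numbers were not always called active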
UTI89 phage lysis – inhibition of K1F phage lysis, E. coli UTI89, bacterial capsule biogenesis inhibitors, alamar blue (AID 488966); one-dose inhibition, % at 100 µM; IC50 in µM for titrated hits; actives 0.02% (n = 340,000); E. coli UTI89 K1F phage lysis, alamar blue, 2 h; higher % means a stronger effect;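 active = phage lysis inhibition, versus mean bacterial control, above a set limit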;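 also: capsule biogenesis inhibitors block K1F phage lysis so surviving cells raise fluorescence; higher fluorescence means more inhibition of phage lysis; actives were called in the ten point dose series up to 300 µM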
GPR55 antagonists – GPR55 antagonists blocking LPI-driven arrestin recruitment, primary screen, imaging, U2OS, beta-arrestin-GFP, LPI agonist (AID 2013); actives 0.13% (n = 290,000); U2OS GPR55 beta-arrestin-GFP translocation imaging, LPI antagonism; higher % means a stronger effect; inhibition, % at 10 µM; hits with a dose series show IC50 in µM;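 active = spots per cell inhibited over 60%, with over 100 cells counted and total cytoplasm intensity under 500,000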;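 also: U2OS cells stably carrying GPR55 and arrestin-GFP stimulated by 5 µM LPI near EC80; imaged beta-arrestin-GFP aggregate spots per cell after agonist stimulation; plate controls were LPI-stimulated DMSO wells for no effect and DMSO wells without LPI for full effect; some results filed as inactive read as strong as hits; confirmed hits need IC50 under 10 µM and bright autofluorescent wells are also inconclusive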
KOR beta-arrestin-2 – KOR agonists, beta-arrestin recruitment, primary screen, cell-based, luminescence, uHTS (AID 1777); activation, % at 10 µM; hits with a dose series show EC50 in µM; KOR beta-arrestin recruitment, luminescence; higher % means a stronger effect; actives 0.02% (n = 280,000); in the data active = activation above about 50%, passing the limit was not always enough; also: a part of the inactive calls stands beside numbers as strong as those of hits
NTR1 agonist – NTR1-driven beta-arrestin-GFP spot formation – imaging, U2OS cells, high content, primary screen (AID 493036); activation, % at 20 µM; actives 0.17% (n = 330,000); agonist mode; P30989;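 active = activation at or above 40% of the spot to cytoplasm intensity ratio, with at least 20 cells analyzed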;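 also: 0% = DMSO without peptide and 100% = 100 nM NTR1 peptide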
Target sequence (P30989 whole entry, looked up): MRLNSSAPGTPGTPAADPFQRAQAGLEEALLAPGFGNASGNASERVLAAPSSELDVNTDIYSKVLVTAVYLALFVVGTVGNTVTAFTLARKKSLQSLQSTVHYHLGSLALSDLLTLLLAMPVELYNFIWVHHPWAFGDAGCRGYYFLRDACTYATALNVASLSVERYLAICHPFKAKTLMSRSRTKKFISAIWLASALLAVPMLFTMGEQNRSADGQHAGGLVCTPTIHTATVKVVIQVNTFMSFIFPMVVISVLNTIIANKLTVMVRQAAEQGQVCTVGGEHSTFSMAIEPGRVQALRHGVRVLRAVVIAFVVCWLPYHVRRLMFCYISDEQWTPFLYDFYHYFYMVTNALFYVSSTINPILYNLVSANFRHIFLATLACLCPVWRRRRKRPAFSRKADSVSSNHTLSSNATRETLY
GPR35 arrestin U2OS – GPR35 antagonists blocking zaprinast-driven arrestin recruitment, primary screen, imaging, U2OS, beta-arrestin-GFP, zaprinast agonist (AID 2058). one-dose inhibition, % at 10 µM; IC50 in µM for titrated hits. U2OS GPR35 beta-arrestin-GFP translocation imaging, zaprinast antagonism; higher % means a stronger effect. actives 0.052% (n = 290,000);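 active = inhibition of at least 50% with at least 30 cells and total cytoplasm GFP at most 10,000,000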
GPR55 beta-arrestin – selective activators of receptor GPR55 – imaging, U2OS cells, beta-arrestin-GFP redistribution, primary screen (AID 1961); U2OS GPR55 beta-arrestin-GFP redistribution imaging; higher % means a stronger effect; activation, % at 10 µM; hits with a dose series show EC50 in µM; actives 0.048% (n = 290,000);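 active = activation above 40% with more than 50 cells counted in the well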;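 also: U2OS osteosarcoma cells stably expressing GPR55 and beta-arrestin-GFP; plate controls were DMSO negative control for no effect and LPI positive control for full effect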
NTR1 agonist cell count 20 µM – recorded beside NTR1 agonist, whose call it bears; cell count; measured here: cell count, cytotoxicity flag
Numbers without * were called inactive; / = not tested or not shown; [ ] = dose if it differs, or a comment. Not all compounds are listed, so the mix of outcomes need not match the whole.

nr	smiles	NOD1 NF-kB reporter	KOR beta-arrestin-1	MgcRacGAP inhibition	UTI89 phage lysis	GPR55 antagonists	KOR beta-arrestin-2	NTR1 agonist	NTR1 agonist cell count 20 µM	GPR35 arrestin U2OS	GPR55 beta-arrestin
1	CCCc1nc2ccccc2c(=O)n1-c1cccc(OC)c1	10%	-27%	1%	5.5%	19%	0.0%	-3.2	86	-1%	-0.2%
2	CCCCn1c(O)c(C(C)=Nc2ccc(C(=O)O)cc2)c(=O)[nH]c1=O	6%	30%	7%	-1.5%	-5%	-1.2%	3.7	58	1%	-0.2%
3	COc1ccc(OP(=O)(Nc2ccccc2)Nc2ccccc2)cc1	36%	-40%	12%	-0.4%	-30%	3.4%	0.6	53	-1%	0.0%
4	CCOC(=O)COc1ccc(/C=C2\C(=O)NC(=S)N(c3ccc(OC)cc3)C2=O)cc1OC	-9%	10%	16%	0.7%	1%	0.8%	3.3	55	5%	0.6%
5	O=C(N/N=C/c1c(O)n(Cc2ccccc2)c(=O)[nH]c1=O)c1ccccc1	-22%	15%	10%	1.1%	19%	-0.7%	1.9	60	-2%	-0.1%
6	CCN1CCN(Cc2ccccc2C)CC1	-23%	-1%	4%	0.2%	6%	1.4%	-1.3	83	8%	0.0%
7	O=c1[nH]c(=O)n(CCc2ccccc2)c(O)c1C=NCc1ccc2c(c1)OCO2	-3%	-17%	6%	-0.3%	8%	2.9%	7.1	68	-2%	0.3%
8	O=C(CNC1CCCCC1)N1CCC2(CC1)OCCO2	0%	1%	-1%	0.6%	-6%	0.1%	-1.1	76	12%	-0.1%
9	COc1ccc(CN2CCNCC2)cc1	-18%	-5%[20 µM]	2%	0.1%	-6%	-3.2%	0.3	65	6%	-0.2%
10	O=C(C(Cl)Cl)N1c2ccccc2OCC1c1ccccc1 (centres undefined)	14µM*	11%	-2%	-0.3%	10%	2.6%	6.9	83	3%	-0.3%
11	O=C(c1n[nH]c(=O)c2ccccc12)N1CCC2(CC1)OCCO2	-16%	18%	-7%	0.0%	3%	2.1%	2.0	88	-17%	-0.7%
12	[N-]=[N+]=CC(=O)OC[C@H](N)C(=O)O	-15%	7%	-1%	0.1%	7%	-1.7%	0.2	60	-2%	0.7%
13	CCN(CC)C(=O)c1ccc(NC(=O)Nc2ccccc2F)cc1	6%	1%	1%	-0.7%	4%	-1.1%	-0.4	34	-1%	0.4%
14	CN1CCCN(C(=O)COc2ccc(Br)cc2)CC1	5%	-39%	7%	0.2%	-15%	-0.5%	-0.4	39	8%	-0.2%
15	COc1cc(CNCCc2ccc3c(c2)OCO3)ccc1O	45%	-49%[20 µM]	12%	-0.4%	-2%	0.4%	-0.3	66	9%	0.0%
16	CC(=O)c1cn(Cc2ccc(F)cc2)c2ccccc12	34%	-21%[20 µM]	10%	0.1%	14%	1.1%	1.6	48	19%	-0.1%
17	COc1cc(OC)c2c(c1)O[C@@H](c1ccc(OC)c(OC)c1)[C@H](O)C2	-21%	-44%[20 µM]	2%	-1.5%	5%	-0.9%	-0.7	65	2%	-0.3%
18	Cc1cc(OC(=O)c2cccs2)c2c3c(c(=O)oc2c1)CCCC3	27%	8%	3%	0.2%	8%	7.6%	10	71	0%	0.4%
19	Cc1ccc2c(c1)CCCN2S(=O)(=O)c1cccc(C(=O)Nc2ccccc2C(=O)O)c1	9.3µM*	-12%	10%	-0.1%	-17%	9.6%	4.7	54	-4%	-0.1%
20	COc1ccc(CCNCc2ccccc2F)cc1OC	-21%	5%	12%	0.6%	7%	-4.1%	0.8	39	2%	0.3%
21	CN(C)C(Cc1ccccc1)C(=O)c1ccc(-c2ccccc2)cc1 (centres undefined)	-4%	10%	6%	9.7%	8%	5.0%	5.6	72	3%	0.0%
22	O=C(/C=C/c1ccc2c(c1)OCO2)c1c(O)n(CCC2=CCCCC2)c(=O)[nH]c1=O	34%	-7%	4%	4.4%	1%	5.2%	/	/	-13%	-0.2%
23	Cc1cc(C)c(S(=O)(=O)NCC2CCC(C(=O)N3CCC4(CC3)OCCO4)CC2)c(C)c1 (centres undefined)	-6%	-15%	15%	0.0%[50 µM]	-12%	/	-0.4	69	-5%	-0.1%
24	Cc1ccc(CN2CCCN(Cc3ccccc3C)S2(=O)=O)cc1	-12%	-1%	-3%	0.0%	4%	-7.8%	2.4	73	-4%	-0.3%
25	CNC(=S)N(C)CCc1cc2c(c(OC)c1C=C1C(=O)NC(=O)NC1=O)OCO2	0%	23%	11%	-0.9%	-12%	3.1%	0.2	85	-5%	-0.1%
26	CCC(C)NC(=O)c1c(N)n(CCCOC)c2nc3ccccc3nc12 (centres undefined)	-5%	-15%	1%	-0.7%	11%	3.0%	4.7	52	-7%	-0.2%
27	O=Cc1cn(Cc2ccc([N+](=O)[O-])cc2)c2ccccc12	36%	-13%	6%	0.9%	-5%	6.0%	1.7	57	4%	-0.3%
28	Cc1nc2cc(C(F)(F)F)ccc2n1C1CCN(Cc2nnnn2CCc2ccccc2)CC1	-27%	/	15%	-0.5%	2%	/	3.6	47	13%	0.8%
29	CNC(=O)O/N=C(\N)Cc1csc2ccc(Cl)cc12	5%	12%	0%	0.6%	1%	3.8%	-0.8	40	7%	1.1%
30	CCOC(=O)c1ccc2c(c1)n(Cc1ccccc1)c(C)[n+]2CC	-20%	17%	-2%	0.1%	2%	-0.8%	-0.4	54	5%	-0.1%
31	O=c1c2ccccc2nc(-c2ccco2)n1-c1ccncc1	-20%	-11%	4%	8.5%	2%	-9.8%	-0.4	58	6%	-0.1%
32	CCCCn1c(NS(=O)(=O)c2ccccc2)c(C(=O)OCC)c2nc3ccccc3nc21	16%	-70%	8%	4.6%	10%	2.6%	/	/	18%	-0.2%
33	COc1ccccc1OCC#CCN1CCCC(C)C1 (centres undefined)	3%	-58%[20 µM]	182µM*	-0.3%	10%	-3.3%	-0.3	56	-10%	-0.1%
34	CC(C)N1C(=O)/C(=C/C=C/c2ccco2)C(=O)N(Cc2ccco2)C1=O	/	-52%	17%	0.0%	-4%	3.2%	8.7	81	2%	-0.1%
35	OCCNc1c2c(nc3ccccc13)CCCC2	2%	-7%	8%	2.2%	17%	-5.3%	-1.2	43	4%	-0.1%
36	Cc1cc(/C=C2\C(=O)NC(=O)N(c3ccc(Cl)cc3)C2=O)c(C)n1-c1cccc(C(=O)O)c1	-11%	2%	28%	0.2%	3%	-1.7%	-2.1	63	10%	0.0%
37	COc1cc(C=C2C(=O)NC(=O)NC2=O)cc(OC)c1OC	-13%	-4%	17%	0.2%	8%	7.0%	-1.5	72	11%	0.4%
38	NCCc1c[nH]c2ccc(OCc3ccccc3)cc12	-1%	18%	5%	0.3%	7%	-2.4%	1.1	52	6%	-0.1%
39	O=C(c1ccccc1)c1cn(CC(=O)N2CCOCC2)c2ccccc12	-7%	15%	4%	0.3%	5%	-3.6%	3.5	56	4%	0.0%
40	O=C(c1ccc(S(=O)(=O)c2cccc(Cl)c2)c([N+](=O)[O-])c1)N1CCN(c2ccccn2)CC1	10µM*	-10%	8%	0.2%	10%	-5.3%	2.9	48	-12%	0.6%

Rewritten with one line to a screen: 2 of the compounds above
33	COc1ccccc1OCC#CCN1CCCC(C)C1 (centres undefined)
34	CC(C)N1C(=O)/C(=C/C=C/c2ccco2)C(=O)N(Cc2ccco2)C1=O

screen / no. | 33 | 34
NOD1 NF-kB reporter | 3% | /
KOR beta-arrestin-1 | -58%[20 µM] | -52%
MgcRacGAP inhibition | 182µM* | 17%
UTI89 phage lysis | -0.3% | 0.0%
GPR55 antagonists | 10% | -4%
KOR beta-arrestin-2 | -3.3% | 3.2%
NTR1 agonist | -0.3 | 8.7
NTR1 agonist cell count 20 µM | 56 | 81
GPR35 arrestin U2OS | -10% | 2%
GPR55 beta-arrestin | -0.1% | -0.1%

(more compounds)
nr	smiles	NOD1 NF-kB reporter	KOR beta-arrestin-1	MgcRacGAP inhibition	UTI89 phage lysis	GPR55 antagonists	KOR beta-arrestin-2	NTR1 agonist	NTR1 agonist cell count 20 µM	GPR35 arrestin U2OS	GPR55 beta-arrestin
41	CCCCC(=O)N/N=C/c1c(O)n(-c2cccc3ccccc23)c(=O)[nH]c1=O	0%	39%	3%	0.8%	-7%	-1.0%	0.7	55	12%	0.4%
42	O=C(Cc1ccccc1)Oc1ccc(N2C(=O)C3CCCCC3C2=O)cc1 (centres undefined)	8%	3%	6%	0.6%	-2%	0.4%	-0.8	74	-2%	-0.2%
43	CCN(c1ccc(C(O)(C(=O)OC)C(F)(F)F)cc1)S(=O)(=O)c1ccc(C)cc1 (centres undefined)	-13%	23%	13%	0.0%	11%	1.2%	3.1	92	-4%	0.0%
44	Cc1oc(-c2cc(F)ccc2F)nc1CN1CCN(c2ncnc3ccccc23)CC1	4.4µM*	-39%[20 µM]	7%	0.1%	-18%	/	2.4	39	-2%	-0.1%
45	CCC(C)NC(=O)c1c(N)n(Cc2ccc3c(c2)OCO3)c2nc3ccccc3nc12 (centres undefined)	-7%	-83%	1%	1.2%	-3%	-2.2%	-4.6	66	-2%	1.2%
46	CCC(=O)N1CCN(CCN=Cc2c(O)n(C)c(=O)n(C)c2=O)CC1	-10%	11%	5%	0.6%	7%	-1.8%	-0.3	61	10%	-0.3%
47	Cc1ccc(-c2cc(C(=O)N3CCC4(CC3)OCCO4)no2)cc1	-31%	14%	2%	0.3%	-1%	2.1%	0.1	46	-18%	-0.2%
48	O=C(Cn1nc(Cc2cccnc2)c2ccccc2c1=O)N1CCC2(CC1)OCCO2	1%	21%	9%	8.1%	-1%	0.6%	3.4	47	0%	0.2%
49	CC(C)CC12CN3CCN(CC(C3)C1O)C2 (centres undefined)	-18%	-21%	7%	0.0%	7%	-4.0%	-1.4	103	-11%	-0.1%
50	CN1CCN(c2ncnc(Cl)c2N)CC1	-30%	23%[20 µM]	5%	0.0%	5%	/	/	/	4%	-0.1%
